TEAD-YAP block: TEAD-YAP interaction inhibition; HEK-TIYL cells, TEAD-Gal4/YAP UAS-luciferase luminescence; inhibition, % at 9.12 µM; 1.4% of 640,000 active; in the data active means inhibition above about 32%;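 further: 0% = median of test compound wells and 100% = reference inhibitor wells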
GPR151 ag: human GPR151 activation. Q8TDV0. PathHunter beta-arrestin GPR151 cells, luminescence. activation, % at 11.2 µM. 1% of 650,000 active; in the data active means activation above about 4.9%;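 further: 0% = median of compound wells and 100% = cells with positive control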
FBW7 activator: human FBW7 E3 ligase activation, primary screen | Q969H0 | AlphaScreen FBW7–phospho-cyclin E peptide binding, activator screen | normalized activity (activation), % at 26.1 µM | 0.13% of 650,000 active | AID 1259310; in the data active means normalized activity above about 1.9%;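 further: purified mutant Fbw7 with reduced substrate affinity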
Target sequence (Q969H0 whole entry, looked up): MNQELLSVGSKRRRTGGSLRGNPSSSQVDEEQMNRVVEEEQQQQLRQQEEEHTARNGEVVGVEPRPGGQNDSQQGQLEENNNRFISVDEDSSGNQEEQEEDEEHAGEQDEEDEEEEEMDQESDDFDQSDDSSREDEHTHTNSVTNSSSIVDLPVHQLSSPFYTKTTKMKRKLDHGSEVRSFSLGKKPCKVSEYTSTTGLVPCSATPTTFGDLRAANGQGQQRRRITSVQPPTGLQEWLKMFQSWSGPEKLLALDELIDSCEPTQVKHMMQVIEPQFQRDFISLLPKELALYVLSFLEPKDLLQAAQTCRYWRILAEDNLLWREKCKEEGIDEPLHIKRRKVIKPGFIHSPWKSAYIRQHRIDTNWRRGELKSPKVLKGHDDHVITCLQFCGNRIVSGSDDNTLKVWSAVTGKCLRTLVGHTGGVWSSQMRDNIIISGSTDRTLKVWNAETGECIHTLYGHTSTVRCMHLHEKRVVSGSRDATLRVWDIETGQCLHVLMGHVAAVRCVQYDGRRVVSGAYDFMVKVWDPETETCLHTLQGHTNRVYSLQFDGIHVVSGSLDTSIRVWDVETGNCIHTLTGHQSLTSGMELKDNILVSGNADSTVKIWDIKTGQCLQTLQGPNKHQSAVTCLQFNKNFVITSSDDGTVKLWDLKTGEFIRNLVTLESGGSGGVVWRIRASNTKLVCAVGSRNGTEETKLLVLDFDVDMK
MITF primary: human MITF inhibition, primary screen; O75030; AlphaScreen MITF homodimerization, bead proximity signal; inhibition, % at 2.6 µM; 0.91% of 650,000 active; AID 1259374; in the data active means inhibition above about 50%;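 further: 0% = vehicle wells with protein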
Active calls of the source: *; & = joins results of further samples; ! = a repeat was not active.

SMILES	TEAD-YAP block	GPR151 ag	FBW7 activator	MITF primary
Cc1nn(C)c(C)c1-c1nc(Nc2ccc(N3CCOCC3)cc2)c2[nH]cnc2n1	5.5	1.6	0.0	10.6
O=C1NCCN(CC2CCCCC2)C1CC(=O)N1CCCO1 (stereo not drawn)	-3.7	-1.3	-0.1	4.1
CCC(=O)Nc1ccc(C(=O)CSc2n[nH]c(N)n2)cc1	2.1	-0.1	0.1	6.6
CC1(C)CC(=O)C(/C=N/c2nc3c(s2)CCc2c-3cnn2-c2ccccc2)=C(O)C1	-4.3	0.1	-0.6	-9.3
O=C(NCCc1ccco1)C1CC(Cc2ccc(F)cc2)=NO1 (stereo not drawn)	-29.5	1.2	-0.3	-12.8
CNC(=O)COC(=O)c1ccccc1Br	4.8	0.1	0.0	-7.7
CCCC1CCC(c2ccc(-c3noc(-c4ccc(OC)cc4)n3)cc2)CC1 (stereo not drawn)	-1.5	1.5	0.1	6.9
COc1ccc(OC)c(/C=C/C(=O)c2ccc3c(c2)OCCO3)c1	-18.1	0.5	0.1	-3.7
CCC1c2ccc(C)n2CCN1C(=O)Nc1ccc(C)cc1 (stereo not drawn)	-37.9	0.9	-0.2	8.8
COc1ccc(S(=O)(=O)CCC(=O)Nc2cccc(OC)c2)cc1	10.2	1.4	0.0	-8.6
CCOc1cc(/C=C(/C#N)c2nc3ccccc3[nH]2)cc([N+](=O)[O-])c1O	-21.1	3.4	1.1	8.1
COc1ccc(NC(=O)CSC2=NC(C)(C)N=C2c2ccc(Cl)cc2)cc1	13.3	-0.8	-0.1	-8.9
Cc1cccc(Nc2nc(CC(=O)NCCC3=CCCCC3)cs2)n1	5.3	1.3	0.0	-12.2
COc1ccc(NC(=O)COC(=O)c2cccc(S(=O)(=O)N(C)C)c2)c([N+](=O)[O-])c1	-7.3	-0.2	-0.1	-9.8
COc1ccc2c(c1)c(=O)c1ccccc1n2CC(=O)Nc1ccc(Cl)cc1	19.8	0.2	-0.1	2.2
O=C(CC1(O)C(=O)N(Cc2ccccc2)c2ccccc21)c1ccc([N+](=O)[O-])cc1 (stereo not drawn)	0.9	0.6	0.1	19.2
CCS(=O)(=O)N1CCC(NC(=O)c2ccco2)CC1	4.3	0.0	0.1	2.5
COc1ccc(Cl)c2c1[nH]c1nc(SCc3cccnc3)nnc12	5.2	-0.5	0.0	2.5
O=C1CC(c2ccc(Cl)cc2)CC2=C1C(c1ccccc1F)Nc1ccccc1N2 (stereo not drawn)	10.3	1.1	0.1	6.3
COc1cccc(OCC(=O)NCc2ccccn2)c1	6.9	-0.4	0.5	8.9
CSc1ccc(CC2(CCC(=O)N3CCc4ccccc4C3)CCC(=O)N2)cc1 (stereo not drawn)	4.6	-1.0	0.0	0.4
NC(=O)C1CCN(C(c2ccccc2Cl)c2nnnn2Cc2ccc(F)cc2)CC1 (stereo not drawn)	-53.5	0.0	-0.1	10.9
COc1ccc(-c2cc(C(F)(F)F)n3ncnc3n2)cc1OC	-2.5	0.1	-0.2	-13.2
O=C(CNC(=O)c1ccc(Cl)cc1)OCc1ccc(Cl)cc1	1.9	2.2	0.3	8.6
COc1ccc(S(=O)(=O)n2ccnc2C)c2ccccc12	10.5	0.8	-0.1	10.8

Whole records from above. Order of values: TEAD-YAP block, GPR151 ag, FBW7 activator, MITF primary
Shown for CCCC1CCC(c2ccc(-c3noc(-c4ccc(OC)cc4)n3)cc2)CC1 (stereo not drawn) : -1.5, 1.5, 0.1, 6.9
Shown for O=C1CC(c2ccc(Cl)cc2)CC2=C1C(c1ccccc1F)Nc1ccccc1N2 (stereo not drawn) : 10.3, 1.1, 0.1, 6.3
Shown for COc1cccc(OCC(=O)NCc2ccccn2)c1 : 6.9, -0.4, 0.5, 8.9
Shown for COc1ccc(S(=O)(=O)n2ccnc2C)c2ccccc12 : 10.5, 0.8, -0.1, 10.8
Shown for COc1ccc(NC(=O)COC(=O)c2cccc(S(=O)(=O)N(C)C)c2)c([N+](=O)[O-])c1 : -7.3, -0.2, -0.1, -9.8

Random excerpt: two compounds from above.
SMILES	TEAD-YAP block	GPR151 ag	FBW7 activator	MITF primary
COc1ccc2c(c1)c(=O)c1ccccc1n2CC(=O)Nc1ccc(Cl)cc1	19.8	0.2	-0.1	2.2
CCC(=O)Nc1ccc(C(=O)CSc2n[nH]c(N)n2)cc1	2.1	-0.1	0.1	6.6

(list continues)
SMILES	TEAD-YAP block	GPR151 ag	FBW7 activator	MITF primary
O=C1c2cccc3c([N+](=O)[O-])ccc(c23)C(=O)N1c1nnc(-c2ccccc2)s1	-28.9	-1.7	0.0	10.0
N/C(Cc1ccc([N+](=O)[O-])cc1)=N\OC(=O)c1ccc([N+](=O)[O-])cc1	-4.0	-0.7	0.1	7.7
COc1ccc(-c2noc(CN(C(=O)Nc3ccccc3C)C(C)C)n2)cc1OC	-2.6	-0.3	-0.2	2.5
Cc1onc(-c2ccccc2)c1C1=N/C(=C\c2cccc(Cl)c2Cl)C(=O)O1	-4.5	-0.8	0.3	-3.0
O=C(NCc1ccncc1)c1ccc([N+](=O)[O-])cc1	1.0	0.1	-0.2	-11.3
COc1ccc(C(=O)NN=c2c(=O)c3ccccc3c2=O)cc1	-1.2	-0.6	-0.5	21.5
COc1ccc(CN2CCc3nnc(CCNC(=O)c4cccnc4)n3CC2)cc1C	-2.3	0.6	0.0	15.6
COC(=O)CN1C(=O)C2(OCCCO2)c2ccccc21	6.1	0.1	0.0	8.4
O=c1nc2s/c(=C\c3cccs3)c(=O)n2nc1Cc1ccccc1	10.0	-0.4	-0.6	-5.8
COc1cccc(NC(=S)NC(=O)c2ccco2)c1	-35.9	-1.4	-0.1	3.9
CCOc1ccc(-n2c(CNC(=O)c3ccc(OC)cc3)nnc2SCC(=O)N2N=C(c3cccs3)CC2c2ccc(C)cc2)cc1 (stereo not drawn)	-14.5	-1.0	-0.1	2.2
CCCOC(=O)c1c(NC(=O)c2c(C)c(-c3ccccc3)nc3ccccc23)sc2c1CCCCC2	5.5	0.0	-0.3	27.1
C=CCNC(=O)c1ccccc1NC(=O)CN(c1ccccc1CC)S(C)(=O)=O	9.6	-0.3	0.3	7.5
Cc1cc(C)nc(SCc2cc(=O)c(OC(=O)c3ccc(C(C)(C)C)cc3)co2)n1	-7.9	1.1	0.0	2.4
NC(=O)c1ccc(NC(=O)COC(=O)c2cc(-c3cccs3)nc3ccccc23)cc1	-1.9	0.6	0.2	11.5
O=C(NC(c1ccccc1)C(C(=O)c1ccccc1)C(=O)c1ccccc1)OCCc1ccccc1 (stereo not drawn)	-18.1	-0.7	0.0	-1.5
FC(F)(F)c1ccc(-c2nc(-c3cccnc3)ncc2-c2cnccn2)cc1	7.2	-1.3	0.2	16.1
COc1ccc2c(c1)SC1=NS(=O)(=O)CCN12	10.4	-0.1	0.0	14.6
O=C(NNc1nc(-c2ccccc2)c2cc(Br)ccc2n1)c1ccc(-c2ccccc2)cc1	3.9	-1.4	0.2	7.2
CCOC(=O)[C@H](CCc1ccccc1)N[C@@H](C)C(=O)N1[C@H](C(=O)O)C[C@@H]2CCC[C@@H]21	6.6&-3.9	7.0*!	-0.1&0.1&-0.2&0.1	-2.6&21.6&-11.7&-1.2
O=C(CN1CCN(C(c2ccccc2)c2ccccc2)CC1)NC(=O)NCc1ccccc1	0.1	0.1	0.0	1.0
Cc1ccc(-c2nsc(SCC(=O)N3CCc4ccccc43)n2)cc1	3.2	0.4	-0.1	-6.8
O=C1C2C(C(=O)N1c1ccc(F)cc1)N1CCCN1C2c1ccc(F)cc1 (stereo not drawn)	6.5	1.9	0.6	1.8
O=C(O)c1ccc(N2C(=O)C3C4c5ccccc5C(c5ccccc54)C3C2=O)cc1Cl (stereo not drawn)	-17.7	-0.9	0.5	10.8
CCOC(=O)Cc1ccc(N(Cc2ccc(Cl)cc2)S(=O)(=O)c2ccc3c(c2)OCCO3)cc1	-3.6	0.0	0.1	16.6

Looked up above:
`Cc1onc(-c2ccccc2)c1C1=N/C(=C\c2cccc(Cl)c2Cl)C(=O)O1` @ GPR151 ag: -0.8
`Cc1cc(C)nc(SCc2cc(=O)c(OC(=O)c3ccc(C(C)(C)C)cc3)co2)n1` @ GPR151 ag: 1.1
`O=C1c2cccc3c([N+](=O)[O-])ccc(c23)C(=O)N1c1nnc(-c2ccccc2)s1` @ MITF primary: 10.0
`O=C(NCc1ccncc1)c1ccc([N+](=O)[O-])cc1` @ TEAD-YAP block: 1.0
`CCOc1ccc(-n2c(CNC(=O)c3ccc(OC)cc3)nnc2SCC(=O)N2N=C(c3cccs3)CC2c2ccc(C)cc2)cc1` (stereo not drawn) @ GPR151 ag: -1.0

Back to the main list, repeating the 5 entries before the break.
SMILES	TEAD-YAP block	GPR151 ag	FBW7 activator	MITF primary
O=C(CN1CCN(C(c2ccccc2)c2ccccc2)CC1)NC(=O)NCc1ccccc1	0.1	0.1	0.0	1.0
Cc1ccc(-c2nsc(SCC(=O)N3CCc4ccccc43)n2)cc1	3.2	0.4	-0.1	-6.8
O=C1C2C(C(=O)N1c1ccc(F)cc1)N1CCCN1C2c1ccc(F)cc1 (stereo not drawn)	6.5	1.9	0.6	1.8
O=C(O)c1ccc(N2C(=O)C3C4c5ccccc5C(c5ccccc54)C3C2=O)cc1Cl (stereo not drawn)	-17.7	-0.9	0.5	10.8
CCOC(=O)Cc1ccc(N(Cc2ccc(Cl)cc2)S(=O)(=O)c2ccc3c(c2)OCCO3)cc1	-3.6	0.0	0.1	16.6
COC(=O)c1ccccc1NC(=O)c1csc(-c2cnccn2)n1	6.7	1.2	0.1	6.6
CN(C)/C=C1\N=C(c2ccc(C(C)(C)C)cc2)OC1=O	13.1	4.4	-0.2	-6.6
O=C(CSc1ncccc1C(=O)NCCC1=CCCCC1)NCCc1ccccc1	-2.9	0.1	-0.1	-9.9
N#CC1(NS(=O)(=O)c2ccc(S(=O)(=O)N3CCCC3)cc2)CCCCC1	-2.8	0.5	0.1	-3.1
Cc1c(C(=O)N2CCN(c3ccc(F)cc3)CC2)sc2ncnc(N3CCN(c4ccccc4)CC3)c12	-10.1	-1.1	0.3	1.5
Cc1cc(N2CCN(C(=O)c3ccccc3Br)CC2)c(F)cc1[N+](=O)[O-]	4.8	-0.4	-0.1	-0.3
Nc1nc(CSc2nnc(-c3cccc(Br)c3)o2)nc(Nc2ccccc2)n1	13.0	-0.7	0.0	8.3
CCN1C(=O)C(Cc2c[nH]c3ccccc23)NC1=S (stereo not drawn)	4.7	0.9	0.1	7.7
COc1cc(C)c(C(C)C)cc1S(=O)(=O)n1ccnc1C	-5.5	0.9	-0.1	-7.2
C/C(=C\C(=O)c1ccccc1)Nc1ccccc1O	-4.4	-1.2	-0.2	3.1
CCOc1ccc(-c2nc(COn3nnc4ccc(Cl)cc43)cs2)cc1OC	0.1	-0.5	0.0	6.2
O=C(Cc1ccc(F)cc1)Nc1cc(Oc2ccccc2)cc([N+](=O)[O-])c1	1.3	0.6	-0.2	1.2
OC(CNC1CCCCC1)Cn1c2ccccc2c2ccccc21 (stereo not drawn)	-2.2	-1.0	0.1	1.9
O=C1CC(N2c3cccc4cccc(c34)S2(=O)=O)C2COC1O2 (stereo not drawn)	-1.2	-0.6	-0.1	0.8
O=c1c2ccccc2nc2c3ccccc3c(Sc3nnc4ccccn34)nn12	-5.7	2.9	0.3	30.9
CC(=O)c1ccc(OCCCC(=O)Nc2cc(F)ccc2F)cc1	-8.6	-2.6	0.6	4.4
Cc1ccc2c(c1)c(=O)c1ccccc1n2CC(=O)Nc1cccc(Cl)c1	6.7	-1.4	0.1	11.1
O=C(NCCn1cnc(-c2ccccc2)cc1=O)c1cc(Br)ccc1Cl	-2.8	0.9	0.0	-6.5
Cc1ccccc1N1C(S)=C(C#N)C(=O)NC12CCCCC2	-3.9	2.1	0.0	-10.9
Cc1ccccc1OCC(=O)N(Cc1ccc(C(C)C)cc1)C1CCS(=O)(=O)C1 (stereo not drawn)	-5.3	0.8	-0.1	2.4
NC(=O)COc1ccc(/C=N/NC(=O)c2ccc(CN3CCOCC3)cc2)cc1	1.9	5.7*	0.0	6.1
COc1cc(C2C3=C(CCCC3=O)N(CC(=O)O)C3=C2C(=O)CCC3)cc(Br)c1OC	8.5	1.1	0.7	9.7
CSc1ccccc1NC(=O)CN(C)CC(=O)Nc1ccc(C(N)=O)cc1	-3.6	0.7	0.1	14.3
Cc1ccc(NC(=O)CCNc2c(N3CCCC3)c(=O)c2=O)cc1C	6.2	-0.9	-0.1	-4.9
CCCOc1ccc(/C(O)=C2/C(=O)C(=O)N(CCN(C)C)C2c2ccc(F)cc2)cc1C (stereo not drawn)	-12.2	-0.3	-0.2	-6.5
CCC(COC)NC(=O)C1CCN(C2CCN(Cc3cccc(C)n3)CC2)CC1 (stereo not drawn)	-3.0	-1.7	-0.1	-6.1
O=C(c1cc2cc([N+](=O)[O-])ccc2oc1=O)N1CCN(c2cccc(Cl)c2)CC1	6.4	-0.3	-0.1	-5.0
CCC1CCC(C(=O)NC(C(=O)NCCc2ccc(S(N)(=O)=O)cc2)C(C)C)CC1 (stereo not drawn)	39.7*	-0.9	-0.1	-15.7

Bioassay records deposited in PubChem by The Scripps Research Institute Molecular Screening Center.
